# Source: PubChem
# H69AR inhibit = proliferation blockers of H69AR lung cancer cells, primary screen, cell-based, human, 86K library | H69AR lung tumor viability, ATP luminescence, 72 h; hits give low values | viability, % at 10 µM | actives 6% (n = 85,000);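 active = viability at or below 40%; inactive = viability above 40%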;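 also: multidrug resistant small cell line overexpressing MRP-1 efflux transporter; 100% = mean luminescence of untreated control wells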
# ERb SRC1 inh = inhibitors of ERβ-SRC1 coactivator interaction, primary screen, biochemical, TR-FRET, ERβ LBD, SRC-1 peptide | AID 633, 2007 | TR-FRET ER-beta LBD / SRC1-Cy5 peptide binding; receptor agonist-loaded with 1 µM estradiol | Estrogen receptor beta (Homo sapiens), Q92731 | actives 1.3% (n = 86,000) | inhibition, % at 25.6 µM;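 active = compounds whose percent inhibition of the receptor-coactivator binding signal exceeds about 50% in the single-dose screen, limit read from the data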;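 also: 0% = receptor plus peptide wells without compound and 100% = peptide-only wells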
# Calb biofilm kill = clotrimazole potentiators killing Candida biofilms, primary screen, with clotrimazole, Alamar Blue; C. albicans biofilm + clotrimazole; inhibition, % at 6 µM; actives 0.14% (n = 85,000); AID 834, 2007;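 active = inhibition above 20%; inactive = inhibition below 20%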;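 also: preformed 24 hr biofilms exposed to compound for 48 hr; 0% = biofilm without compound and 100% = blank killed by clotrimazole plus chlorhexidine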
# Lung fibro prol = antiproliferative effect on LL 47 fibroblasts – human, LL 47 cells, CellTiter-Glo luminescence, primary screen | LL 47 human lung fibroblast viability, ATP luminescence; hits give low values | viability, % at 10 µM | actives 1.1% (n = 85,000) | AID 719, 2007;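 active = viability at or below 50% in the single dose screen; inactive = viability above 50%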;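 also: compound exposure lasted 72 h before the ATP readout; 100% = median luminescence of untreated cell-only wells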
#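 Assay system: human lung fibroblast line LL 47, low passage. Input: 1,150 fibroblasts seeded per well. Times: overnight cell rest, 72 h compound treatment at 37 °C. Evaluation: % viability of median cell-only signal. Technique: luminescent ATP detection, CellTiter-Glo. Control set: cell-only wells, no compound.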
# Smad3 FoxH1 inh = Smad3/FoxH1 peptide binding inhibitors, primary screen, biochemical, TR-FRET | TR-FRET Smad3/Dy647-FoxH1 peptide binding, europium anti-His | inhibition, % at 25 µM | actives 0.29% (n = 88,000) | Mothers against decapentaplegic homolog 3 (Homo sapiens), P84022;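 active = compounds that reduce the energy-transfer binding signal between the protein and its labelled peptide by more than half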;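 also: 0% = Smad3 plus labelled peptide maximal FRET and 100% = peptide-only background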
# Target sequence (P84022 whole entry, looked up): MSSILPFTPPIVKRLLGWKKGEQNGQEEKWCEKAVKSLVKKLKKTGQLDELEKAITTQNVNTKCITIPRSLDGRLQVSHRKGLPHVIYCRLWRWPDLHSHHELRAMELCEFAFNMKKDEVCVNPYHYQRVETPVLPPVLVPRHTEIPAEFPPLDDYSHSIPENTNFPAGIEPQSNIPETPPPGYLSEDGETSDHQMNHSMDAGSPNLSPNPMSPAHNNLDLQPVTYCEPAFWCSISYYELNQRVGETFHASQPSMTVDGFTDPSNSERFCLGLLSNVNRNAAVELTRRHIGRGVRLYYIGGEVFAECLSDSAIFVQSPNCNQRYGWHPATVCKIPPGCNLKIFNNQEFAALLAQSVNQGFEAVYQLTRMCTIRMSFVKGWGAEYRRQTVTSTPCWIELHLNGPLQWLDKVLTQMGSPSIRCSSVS
# ERa coact inh = ERα–SRC-1 coactivator interaction inhibitors, primary screen, biochemical, TR-FRET, ERα LBD, estradiol-bound | Estrogen receptor (Homo sapiens), P03372 | TR-FRET ER-alpha LBD / SRC-1 peptide | inhibition, % at 25.6 µM | actives 1.7% (n = 86,000) | AID 629, 2007; in the data active = inhibition above about 50%;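 also: 0% = receptor plus peptide control and 100% = peptide only without receptor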
# Target sequence (P03372 whole entry, looked up, the tested form may be a part): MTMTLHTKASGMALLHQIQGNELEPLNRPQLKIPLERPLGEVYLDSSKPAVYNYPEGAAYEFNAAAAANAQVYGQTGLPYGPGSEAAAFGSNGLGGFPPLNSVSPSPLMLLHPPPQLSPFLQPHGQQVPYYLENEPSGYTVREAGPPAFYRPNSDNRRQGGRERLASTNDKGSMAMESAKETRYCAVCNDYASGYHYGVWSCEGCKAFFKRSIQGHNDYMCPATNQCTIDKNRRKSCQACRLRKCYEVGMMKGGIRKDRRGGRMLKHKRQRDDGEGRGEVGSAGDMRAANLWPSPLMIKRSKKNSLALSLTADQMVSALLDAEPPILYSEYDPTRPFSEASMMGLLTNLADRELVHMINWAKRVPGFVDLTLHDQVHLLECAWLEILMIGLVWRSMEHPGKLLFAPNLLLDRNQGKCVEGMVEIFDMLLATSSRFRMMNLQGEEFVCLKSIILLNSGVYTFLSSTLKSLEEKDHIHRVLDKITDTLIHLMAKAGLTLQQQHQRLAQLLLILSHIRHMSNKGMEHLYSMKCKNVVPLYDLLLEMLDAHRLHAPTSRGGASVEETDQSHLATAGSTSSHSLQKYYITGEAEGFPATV
# sEH activator = soluble epoxide hydrolase activators, primary screen, biochemical, human sEH. Bifunctional epoxide hydrolase 2 (Homo sapiens), P34913. purified human sEH enzymatic activity, activator screen. activation, % at 2 µM. actives 0.04% (n = 91,000); in the data active = activation above about 37%; also: values of inactives mirror those of a sister screen read the other way
# ERa SRC1 pot = enhancers of ERα–SRC-1 coactivator binding, primary screen, biochemical, TR-FRET, ERα LBD, low estradiol; Estrogen receptor (Homo sapiens), P03372; TR-FRET ERalpha-LBD/SRC-Cy5 coactivator binding, 2 h; 100 = basal binding, no effect; coactivator binding (% of control), % at 25.6 µM; actives 1.3% (n = 86,000); in the data active = activity above about 200%;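 also: binding measured in presence of low estradiol as agonist stimulus; 0% = peptide alone without receptor and 100% = receptor with peptide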
# HUVEC prolif 384 = inhibitors of HUVEC proliferation, primary screen, cell-based, 384-well; actives 1.1% (n = 86,000); CellTiter-Glo luminescence, 72 h; hits give low values; viability, % at 10 µM (by protocol);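 active = viability at or below 30%; inactive = viability above 30%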;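 also: 100% = median luminescence of DMSO-only cell control wells on each plate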
# * marks the source's active call; other numbers are inactive results; · = no result given; [ ] = remark or other dose. These rows are one share of the data; rates above refer to the full screens.
SMILES,H69AR inhibit,ERb SRC1 inh,Calb biofilm kill,Lung fibro prol,Smad3 FoxH1 inh,ERa coact inh,sEH activator,ERa SRC1 pot,HUVEC prolif 384
O=C1CC(c2ccccc2)c2c(O)cc(O)cc2O1 (stereo not drawn),100.2,20.6,-2.4,98.2,13.6,11.4,6.2,69.1[fluorescence artefact?],98.1
CCOC(=O)Cc1c(C)c2ccc(N(CC)CC)cc2oc1=O,53.0,6.9[fluorescence artefact?],2.2,107.2,-1.7,7.6,5.4,68.4,52.3
Cn1c(=O)c2c(nc(SCCN3CCOCC3)n2Cc2ccccc2Cl)n(C)c1=O,59.6,-13.5,3.4,88.3,-1.0,3.2,13.4,103.7[fluorescence artefact?],100.0
COc1ccc(CC(=O)Nc2c3c(nn2-c2cccc(C)c2C)CS(=O)C3)cc1OC (stereo not drawn),93.6,8.7,-1.4,101.5,-18.5,-8.7,-6.0,104.2,97.2
COc1ccc(-c2nnc3ccc(SCC(=O)NCc4ccco4)nn23)cc1,73.2,21.0,-4.8,100.8,-4.7,15.7[fluorescence artefact?],-0.9,97.6,88.4
O=C(c1c(F)cccc1F)N1CCN(c2cccc(C(F)(F)F)c2)CC1,91.8,-4.7,2.5,107.7,9.8,-3.2,·,103.4,92.1
COCC(C)OC(=O)C(C#N)c1nc2ccccc2nc1N1CCN(Cc2ccccc2)CC1 (stereo not drawn),69.1,4.6,2.3,104.6,0.7,6.4,3.6,99.5,77.8
COC(=O)c1ccccc1NC(=O)Cn1cnc2c(cnn2-c2ccc(C)c(C)c2)c1=O,67.2,33.8[fluorescence artefact?],-0.1,96.2,-33.2[fluorescence artefact?],47.4[fluorescence artefact?],-2.8,107.1,67.6
COc1ccc(-c2nnc(CSc3nc4ccccc4c(=O)n3CC3CCCO3)o2)cc1OC (stereo not drawn),53.9,12.6,4.7,94.9,-9.6,3.2,·,101.0,86.5
CCC(C)NC(=O)CSc1nc2ccc(N3CCOCC3)cc2c(=O)n1CCc1ccccc1 (stereo not drawn),37.8*,9.4[fluorescence artefact?],2.0,97.2,9.2,8.4[fluorescence artefact?],·,124.7,82.9
CC(=O)C1(C)N(O)C(C)(C)C(c2ccco2)=[N+]1[O-] (stereo not drawn),93.0,-2.8,5.4,99.6,-0.2,-8.5,-9.0,96.1,86.6
Cc1ccc(CNC(=O)CSc2nc3n[nH]c(C)c3c(=N)n2-c2cccc(C)c2)cc1,58.3,9.8,5.6,95.8,5.4,12.5[fluorescence artefact?],1.5,122.8[fluorescence artefact?],67.4
CCCn1c(SCC(=O)N2CCc3ccccc32)nnc1-c1ccncc1,90.2,-11.6,9.0,94.8,0.2,-9.4,·,110.5,88.7
CC(=O)Nc1ccc(Oc2ccc(-c3noc(C)n3)cc2)cc1,105.6,-12.3,7.0,102.5,-0.9,-5.2,-1.3,95.2,95.2
COc1ccc(NC(=O)CSC2CCCCC2)cc1,79.9,-1.2,1.7,103.0,3.5,-4.4,-24.1,99.4,113.7
COc1ccc(CC(=O)Nc2ccc(S(=O)(=O)N(C)C)cc2)cc1OC,93.0,-9.6,7.4,106.0,-1.4,-9.2,·,98.6,107.2
COc1cc(SC)ccc1C(=O)NC1CCCCC1,85.2,2.6,2.7,107.3,12.7,2.1[fluorescence artefact?],·,97.7[fluorescence artefact?],90.0
COc1ccc(C(=O)Cn2nnc(-c3ccc(N4CCOCC4)cc3)n2)cc1OC,89.8,-12.0,·,103.4,4.2,-9.7,-4.0,240.0*,108.5
CCOC(=O)c1nnn(-c2nonc2-c2ccccc2)c1C,87.4,-2.6[fluorescence artefact?],7.5,107.2,1.6,4.7[fluorescence artefact?],-8.0,95.4,105.2
COC(=O)c1ccc(NC(=O)CN2C(=O)C3C4C=CC(C4)C3C2=O)cc1 (stereo not drawn),75.7,3.7,-2.7,98.3,5.8,-1.6,10.4,100.2,108.1
CC(C)(C)CC(C)(C)Nc1c(-c2ccc(O)cc2)nc2cnccn12,68.2,5.9[fluorescence artefact?],9.5,99.5,7.2[fluorescence artefact?],-0.8,-15.8,78.8,69.3
Cc1cc(C)n2c(Br)c(CSc3nc4ccccc4o3)nc2n1,86.1,17.2,4.5,94.7,9.4,4.2,-2.2,84.5[fluorescence artefact?],107.2
CCn1c(C)nc2cc(S(=O)(=O)C(F)(F)F)ccc21,101.4,-1.1[fluorescence artefact?],7.7,92.0,16.6,-3.0,2.3,111.5,111.2
N#CC1=C(N)OC2=C(CCC/C2=C/c2ccoc2)C1c1ccoc1 (stereo not drawn),84.1,73.4*[fluorescence artefact?],8.2,103.6,17.1,73.8*,-2.6,35.9,95.9
Cc1cccc(N2CCN(CC(=O)NCC3CCCCC3)CC2)c1C,94.9,11.2,9.2,103.4,10.3,-21.8,-4.1,110.5,101.7
Cc1cc(C)n(C(=O)c2ccc(C)o2)n1,91.0,4.5[fluorescence artefact?],1.8,100.1,8.2,3.5[fluorescence artefact?],6.8,106.7,90.5
CCCN(CCC)c1ncnc2c1cnn2-c1ccc(OC)cc1,61.6,-5.6,1.9,98.3,-4.8,-9.8,9.8,115.7,78.5
CCOC(=O)Cc1csc(NC(=O)CSc2ncnc3c2cnn3-c2ccc(OC)cc2)n1,65.2,4.0,5.0,98.3,7.0,6.2,1.0,104.0[fluorescence artefact?],86.5
O=C(CSc1nnc(-c2ccccc2)o1)NC1CCCCC1,95.6,-1.0,7.2,103.6,-3.8,-1.3,-20.2,109.9,105.3
Cc1ccccc1Cn1c(=O)c2c(nc3n2CCN3Cc2ccco2)n(C)c1=O,64.2,-3.9,5.5,99.6,5.2,3.4,·,94.1,106.9
Cc1[nH]n(-c2ccc([N+](=O)[O-])cc2)c(=O)c1C=NCCN1CCN(C(=O)c2ccccc2)CC1,47.0,-7.1,5.0,56.5,7.1,2.4,5.7,104.5,53.8
CCOC(=O)C1CCCN(C(=O)c2ccc(CS(=O)(=O)c3ccc(Br)cc3)o2)C1 (stereo not drawn),100.7,17.3,3.7,94.2,-1.4,1.8,-10.1,103.8,106.0
CCCC(=O)N(Cc1cc2cccc(C)c2[nH]c1=O)c1ccccc1OC,80.4,2.2,10.0,91.1,3.4,13.4,3.0,89.1,101.9
Cc1cnc(C(=O)Nc2nnc(C)s2)cn1,94.8,-8.7,7.7,99.2,5.8,-13.1,·,120.6,101.2
CC(NS(=O)(=O)c1ccccc1)C(c1cccs1)N1CCN(C)CC1 (stereo not drawn),97.3,-3.7,4.7,98.8,-1.8,0.5,-2.2,108.2,100.3
CS(=O)(=O)N(CC(=O)NCC1CCCO1)c1ccc(Cl)c(Cl)c1 (stereo not drawn),91.6,-11.8,6.9,91.6,5.3,-0.2,-12.3,136.2,87.0

# Fetched one by one from the entries so far:
SMILES,H69AR inhibit,ERb SRC1 inh,Calb biofilm kill,Lung fibro prol,Smad3 FoxH1 inh,ERa coact inh,sEH activator,ERa SRC1 pot,HUVEC prolif 384
CC(=O)Nc1ccc(Oc2ccc(-c3noc(C)n3)cc2)cc1,105.6,-12.3,7.0,102.5,-0.9,-5.2,-1.3,95.2,95.2
COc1ccc(-c2nnc(CSc3nc4ccccc4c(=O)n3CC3CCCO3)o2)cc1OC (stereo not drawn),53.9,12.6,4.7,94.9,-9.6,3.2,·,101.0,86.5

# Continued:
SMILES,H69AR inhibit,ERb SRC1 inh,Calb biofilm kill,Lung fibro prol,Smad3 FoxH1 inh,ERa coact inh,sEH activator,ERa SRC1 pot,HUVEC prolif 384
COC(=O)c1ccc(CSc2nnc(C)s2)cc1,95.9,-4.3,3.2,97.0,-23.1,-10.5,4.9,110.0,98.7
CC(C)CCSc1nc2c(c(=O)[nH]c(=O)n2C)n1CCCc1ccccc1,44.8,4.0,3.2,100.7,8.2,-5.2,-8.4,77.8,72.0
COC(=O)CSc1nnc(SCc2ccc(OC)cc2)s1,90.9,9.0,10.0,103.7,2.9,13.3,13.1,118.9,96.3
CCOC(=O)C1=C(N)Oc2cc(O)ccc2C1c1cccnc1 (stereo not drawn),84.5,9.7[fluorescence artefact?],6.1,112.5,-6.2,7.6,2.3,106.9,110.8
CCN(CC)S(=O)(=O)c1ccc(-c2nnc(SCc3nnc(-c4ccc(C)cc4)o3)n2CC)cc1,57.4,-2.4,4.6,101.4,13.2,-5.1,7.3,95.1,94.2
C=CCn1c(SC(C)C(=O)NCCC2=CCCCC2)nc2ccccc2c1=O (stereo not drawn),93.4,5.5[fluorescence artefact?],3.1,95.1,1.5,10.9[fluorescence artefact?],6.0,127.8,91.5
CCn1cc(C(=O)NC2CCCCC2C)c(=O)c2ccc(C)nc21 (stereo not drawn),70.5,-8.8,3.9,·,0.9,5.3,19.7,122.5,96.7
CN(C)c1cccc(C(=O)NCC2CCCO2)c1 (stereo not drawn),101.3,2.8,-2.1,99.5,-0.9,6.7,-8.8,99.4,97.5
O=C(CN1CCOCC1)NCc1ccccc1,104.4,-5.9,4.2,90.9,8.9,-1.7[fluorescence artefact?],-6.4,79.5,102.2
Cn1c(=O)c2c(nc(CN3CCN(c4ccccc4)CC3)n2Cc2ccccc2F)n(C)c1=O,83.3,-7.2[fluorescence artefact?],-1.7,92.7,3.8,-10.0,·,109.7[fluorescence artefact?],90.7
CCCCC(CC)CNC(=O)c1[nH]c(C)c(C(C)=O)c1C (stereo not drawn),74.7,-13.9[fluorescence artefact?],3.6,98.9,3.5,-3.6,-76.1,104.7,97.4
O=S1(=O)CCN2C(=N1)Sc1c2ccc2c1CCCC2,90.6,-2.1,·,85.4,9.1,-5.3,·,99.1,60.6
Cc1cc(C)n2c(SCCC(C)C)nnc2n1,96.3,-3.1,5.1,91.3,1.7,-1.4,·,100.2,93.4
CSc1nc2ccc(S(=O)(=O)Nc3c(C)n(C)n(-c4ccccc4)c3=O)cc2s1,126.1,-2.9,6.2,91.7,14.1,-9.0,3.3,85.0[fluorescence artefact?],81.3
CC1(C)OC(=O)C(=CNCC(O)c2ccccc2)C(=O)O1 (stereo not drawn),90.5,-2.6,8.7,96.5,3.9,1.1,-7.7,126.2,93.0
O=C(Nc1c(C(=O)Nc2cccc(F)c2)oc2ccccc12)c1ccc2c(c1)OCO2,24.4*,46.6[fluorescence artefact?],7.0,70.9,49.0[fluorescence artefact?],34.2[fluorescence artefact?],·,152.8[fluorescence artefact?],73.9
NS(=O)(=O)c1ccc(CCNC2CC(=O)N(CCc3ccccc3)C2=O)cc1 (stereo not drawn),89.5,65.5*,·,101.4,6.7,-1.9,-3.5,107.3,94.9
CCOC(=O)C(C)Sc1ccc2nnc(-c3ccc(F)cc3)n2n1 (stereo not drawn),42.6,-2.2,6.0,98.5,2.6,-20.6,0.2,85.7,99.3
CCC1CCCCN1CCNS(=O)(=O)c1ccc2c(c1)oc(=O)n2C (stereo not drawn),95.4,3.4,4.5,95.5,5.2,1.2,8.7,104.2,96.9
